L3MBTL1 inh = qHTS Assay for the Inhibitors of L3MBTL1 | Potency, µM (titrated, usually from 57.1 µM), inactives show top-dose activity, negative = inhibition, usual class: inhibitors | 230,000 compounds, 0.66% hits | AlphaScreen L3MBTL1–H3K9me1 peptide binding; also: nearly all actives have a fitted effect of over 60% in size
Target sequence (Q9Y468 whole entry, looked up): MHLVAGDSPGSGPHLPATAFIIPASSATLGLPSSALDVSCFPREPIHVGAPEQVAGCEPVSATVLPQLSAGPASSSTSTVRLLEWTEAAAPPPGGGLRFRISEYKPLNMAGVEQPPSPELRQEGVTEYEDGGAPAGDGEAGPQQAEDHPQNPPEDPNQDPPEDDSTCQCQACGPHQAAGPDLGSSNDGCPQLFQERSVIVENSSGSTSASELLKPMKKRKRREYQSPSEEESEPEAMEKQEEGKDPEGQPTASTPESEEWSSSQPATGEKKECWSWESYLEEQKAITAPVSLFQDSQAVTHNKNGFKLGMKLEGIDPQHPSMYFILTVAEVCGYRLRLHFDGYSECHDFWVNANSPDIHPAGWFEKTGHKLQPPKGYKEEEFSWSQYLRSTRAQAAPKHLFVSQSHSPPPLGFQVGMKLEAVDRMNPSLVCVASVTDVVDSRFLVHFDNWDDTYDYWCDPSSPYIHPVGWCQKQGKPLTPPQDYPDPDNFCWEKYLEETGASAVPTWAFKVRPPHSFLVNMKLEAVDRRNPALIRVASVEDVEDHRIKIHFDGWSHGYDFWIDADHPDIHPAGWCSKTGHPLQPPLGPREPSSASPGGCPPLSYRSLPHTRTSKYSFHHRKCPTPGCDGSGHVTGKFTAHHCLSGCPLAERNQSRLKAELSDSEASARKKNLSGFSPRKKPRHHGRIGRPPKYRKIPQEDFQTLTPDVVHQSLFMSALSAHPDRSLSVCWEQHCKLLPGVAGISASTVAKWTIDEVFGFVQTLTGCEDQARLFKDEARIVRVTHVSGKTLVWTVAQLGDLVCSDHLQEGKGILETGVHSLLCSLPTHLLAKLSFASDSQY
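AlphaScreen assay: L3MBTL1 (50 nM final) was preincubated 30 min at room temperature with biotinylated H3(1-15)K9me1 peptide (75 nM final), then 30 min with library compounds; streptavidin donor and nickel chelate acceptor beads (10 ug/mL final) added, 30 min dark.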
GAA glycogen mod = qHTS Assay for Inhibitors and Activators of Human alpha-Glucosidase Cleavage of Glycogen. Lysosomal alpha-glucosidase (Homo sapiens), P10253. recombinant GAA, glycogen substrate, Amplex Red glucose oxidase fluorescence. Potency, µM (highest dose often 76.4 µM), inactives show at the highest dose activity change, negative = inhibition, usual class: inhibitors. 300,000 compounds, 0.38% hits. AID 2100, 2009;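 also: 0% = full enzyme reaction and -100% = no-enzyme basal signal; the screen sought inhibitors and activators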
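qHTS, 1536-well; enzyme 4 nM final; cpd up to 77 uM; substrate bovine liver glycogen 30 ug; 50 mM citrate/phosphate pH 5.0, 0.01% Tween-20; 37 C, 40 min; Amplex Red detection 45 min RT; Hill fit → AC50.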
Numbers without * were called inactive; ? = inconclusive; [ ] = remark or other dose. Calls follow the shape of the dose curve; as a rule, active = well fitted curve in the direction sought with a large enough effect; inconclusive = small, poorly fitted or top-dose-only effect, or another doubt; inactive = no such curve, though single readings can be large; an effect the other way counts as inactive or inconclusive. Unless noted, % is scaled to controls: 0 for no effect and ±100 for the full control effect; potency is read from the fitted curve at half-maximal effect.

GAA glycogen mod | L3MBTL1 inh | Structure
8%[76.3 µM] | 3% | Cc1ccc(NC(=O)C2COc3ccccc3O2)cc1C (stereo unspecified)
-9%[76.3 µM] | 1% | CSc1c(CC(=O)Nc2ccccc2)n(C)c2ccccc12
-3%[76.3 µM] | 4% | CCOc1ccccc1NC(=O)CN1C(=O)COc2ccc(C)cc21
1%[76.3 µM] | 5% | CC(C)(CO)CNC1CCCN(C2Cc3ccccc3C2)C1 (stereo unspecified)
-4%[76.3 µM] | -3%[2.29 µM] | CC(C)CC(=O)N1CCN(Cc2ccccc2Cl)CC1
0%[76.3 µM] | 1% | CCCN1CCC(NC23CC4CC(CC(C4)C2)C3)CC1
1%[76.3 µM] | 0% | CCOC(=O)c1ccc(NC(=S)NCc2ccc(S(N)(=O)=O)cc2)cc1
-1%[76.3 µM] | 7% | CC(C)[C@H]1COC(NC2=N[C@@H](C(C)C)CO2)=N1
-12%[76.3 µM] | -3% | COc1cc(OC)c(OC)cc1CN1CCN(Cc2ccc(C(F)(F)F)cc2)CC1
0%[76.3 µM] | -1% | S=c1[nH]c2ccccc2n1Cc1ccccc1
0%[76.3 µM] | 2% | COc1ccc(N(CC(=O)Nc2cccc(C(C)=O)c2)S(=O)(=O)c2ccc(NC(C)=O)cc2)cc1
-7%[76.3 µM] | 6% | N=C1SCC(=O)N1c1ccc(Cl)cc1
-2%[76.3 µM] | 11% | COC(=O)c1cc(S(=O)(=O)N2CCN(C3CCCCC3)CC2)c[nH]1
0%[76.3 µM] | 3% | CCN(CCO)C(=O)c1ccc2oc(Cc3ccc(Cl)cc3)nc2c1
3%[76.3 µM] | 0% | N#CCc1ccc(NC(=O)Cn2c(=O)oc3ccccc32)cc1
9%[76.3 µM] | -5% | Cc1ccc(S[C@@H](CCN2CC[C@H](O)CCC2=O)c2ccccc2)cc1
7%[76.3 µM] | -7% | O=[N+]([O-])c1ccc(Cn2cc(-c3cccc(C(F)(F)F)c3)nn2)cc1
-5%[76.3 µM] | -3% | S=c1[nH]c2ccc(Cc3ccc4[nH]c(=S)[nH]c4c3)cc2[nH]1
2%[76.3 µM] | -16% | COc1ccc(C)cc1NC(=O)CCN1CCN(C/C=C/c2ccccc2)CC1
14%[76.3 µM] | -17% | CCN(c1ccccc1)S(=O)(=O)c1cc2c(cc1C)N(C)CCO2
-11%[76.3 µM] | 0%[2.29 µM] | OC1CCN(Cc2ccc(OCc3ccccc3)cc2)CC1
-12%[76.3 µM] | -2% | OCc1ccc(OCCCOc2cccc3cccnc23)cc1
-17%[76.3 µM] | 29% | CN1C(=O)c2cccc3c(N(C)C)ccc(c23)C1=O
2%[76.3 µM] | -1% | COc1ccc(CCNC(=O)CN(Cc2ccc(Cl)cc2)S(C)(=O)=O)cc1OC
-5%[76.3 µM] | 18% | CC(=O)Nc1ccc(NC(=O)CCN2C(=O)c3ccccc3C2=O)cc1
19%[76.3 µM] | -10% | O=[N+]([O-])c1ccccc1S(=O)(=O)N1CCN(c2ccccn2)CC1
-11%[76.3 µM] | 7% | CC1CC(C)CN(CCCNC(=O)c2ccc3nc(N4CCCCC4)sc3c2)C1 (stereo unspecified)
-4%[76.3 µM] | 1% | Cc1ccc(Cl)c2c(N=Nc3ccccc3)c(O)[nH]c12
24%[76.3 µM] | 3% | COc1cccc(NS(=O)(=O)c2cc3c(cc2C)NC(=O)CO3)c1
6%[76.3 µM] | -1% | COc1cccc(CC(=O)NC2CCCN(Cc3ccc(Cl)cc3)C2)c1 (stereo unspecified)

Profiles, quoted from the list. Screens in order: GAA glycogen mod	L3MBTL1 inh
COc1cccc(CC(=O)NC2CCCN(Cc3ccc(Cl)cc3)C2)c1 (stereo unspecified) is listed as 6%[76.3 µM]	-1%
COc1cccc(NS(=O)(=O)c2cc3c(cc2C)NC(=O)CO3)c1 is listed as 24%[76.3 µM]	3%
CC1CC(C)CN(CCCNC(=O)c2ccc3nc(N4CCCCC4)sc3c2)C1 (stereo unspecified) is listed as -11%[76.3 µM]	7%

More structures follow.
GAA glycogen mod | L3MBTL1 inh | Structure
19%[76.3 µM] | -2% | CCN1C(=O)[C@H]2[C@@H](c3ccc(C)cc3)N3C(=O)N(c4ccccc4)C(=O)[C@@]3(CC)[C@H]2C1=O
-6%[76.3 µM] | -3% | O=C(c1cccc2ccccc12)N1CCN(Cc2ccccc2F)CC1
0%[76.3 µM] | -2% | Cc1ccc(OC(C)C(=O)Nc2ccc3c(c2)n(C)c(=O)n3C)c(C)c1 (stereo unspecified)
19%[76.3 µM] | 4% | COc1ccc(NC(=O)CN2C(=O)C(C)Oc3ccccc32)cc1OC (stereo unspecified)
-3%[76.3 µM] | 3% | COc1ccc(Cc2nnc(NC(=O)c3ccc(OC(C)=O)cc3)s2)cc1OC
? | -45% | Cc1ccc(C)c(N2CCN(C(=O)Cc3ccc(NC4=NC5CS(=O)(=O)CC5S4)cc3)CC2)c1 (stereo unspecified)
-4%[76.3 µM] | 0% | O=S(=O)(NCCN1CCOCC1)c1cccc(C(F)(F)F)c1
-5%[76.3 µM] | -3% | Cc1cc(OCc2nnc(SCC(=O)O)n2-c2ccccc2)ccc1Cl
-13%[76.3 µM] | 0% | CCCN1CCC(=O)N([C@H](COc2ccccc2)c2ccccc2)CC1
-10%[76.3 µM] | 3% | COc1ccc(CCNC(=O)CN(Cc2ccc(Cl)cc2)S(C)(=O)=O)cc1
7%[76.3 µM] | -13% | NC(=O)CC(NC(=O)Cc1ccc(Cl)cc1)c1ccc(NCCOc2ccccc2)c([N+](=O)[O-])c1 (stereo unspecified)
-10%[76.3 µM] | 4% | O=C(CCC(=O)c1ccc(Br)cc1)Nc1ccc(F)cc1
-3%[76.3 µM] | -4% | NNc1nc(-c2ccccc2)cc(-c2ccc(Br)cc2)n1
-10%[76.3 µM] | ? | CCn1c(/N=C/c2ccccc2O)nc2ccccc21
7%[76.3 µM] | 5% | COc1ccc(CCN(C)CC(=O)Nc2c(C)cc(C)cc2C)cc1OC

4 compounds already listed, ordered by count of non-hydrogen atoms, smallest number first.
GAA glycogen mod | L3MBTL1 inh | Structure
-3%[76.3 µM] | -4% | NNc1nc(-c2ccccc2)cc(-c2ccc(Br)cc2)n1
19%[76.3 µM] | 4% | COc1ccc(NC(=O)CN2C(=O)C(C)Oc3ccccc32)cc1OC (stereo unspecified)
-10%[76.3 µM] | 3% | COc1ccc(CCNC(=O)CN(Cc2ccc(Cl)cc2)S(C)(=O)=O)cc1
? | -45% | Cc1ccc(C)c(N2CCN(C(=O)Cc3ccc(NC4=NC5CS(=O)(=O)CC5S4)cc3)CC2)c1 (stereo unspecified)

In a second layout: entries from further up.
Structure	GAA glycogen mod	L3MBTL1 inh
O=S(=O)(NCCN1CCOCC1)c1cccc(C(F)(F)F)c1	-4%[76.3 µM]	0%
Cc1cc(OCc2nnc(SCC(=O)O)n2-c2ccccc2)ccc1Cl	-5%[76.3 µM]	-3%

New compounds follow:
GAA glycogen mod | L3MBTL1 inh | Structure
-12%[76.3 µM] | ? | CC(C)N1C(=O)S/C(=C\c2ccc(-c3ccc(Cl)c(C(=O)O)c3)o2)C1=O
4%[76.3 µM] | ? | CC(C)OC(=O)Nc1ccc2c(c1)N(C(=O)CCN(C)C)c1ccccc1CC2
3%[76.3 µM] | 2% | COc1cc(OC)cc(C(=O)Nc2cccc3nc(C)ccc23)c1
0%[76.3 µM] | 12%[2.29 µM] | COc1ccc(OC)c(-n2nnnc2SCC(=O)Nc2ccccc2OC)c1
1%[76.3 µM] | -3% | O=C(NCc1ccccc1)N1CCN(c2ccccc2)CC1
12%[76.3 µM] | -18% | COc1cccc(CNc2ccc3[nH]c(=O)[nH]c3c2)c1OCc1ccccc1
-9%[76.3 µM] | 8% | COc1cc(OC)cc(C(=O)Nc2cccc3cccnc23)c1
2%[76.3 µM] | -9% | CCOCCCNC(=O)C1CCN(Cc2cccc(OCc3ccccc3)c2)CC1
10%[76.3 µM] | 0%[2.29 µM] | O=C(Cn1c(=O)oc2ccccc21)Nc1ccc(F)cc1
-3%[76.3 µM] | 3% | COc1ccc(C2CC(c3ccc(C)cc3)=NN2C(=O)CCC(=O)O)cc1OC (stereo unspecified)
17%[76.3 µM] | -28% | O=[N+]([O-])c1cc(N=Nc2ccc3ccccc3c2)ccc1O
-11%[76.3 µM] | 23% | CCOc1ccccc1NC(=O)CCCc1ccc(OC)c(C)c1
5%[76.3 µM] | -5% | CCOC(=O)C1CCN(C/C=C/c2ccccc2)CC1
0%[76.3 µM] | 2% | CCn1cc(C(=O)NCCc2ccccc2C)c(=O)c2ccc(C)nc21
0%[76.3 µM] | 37%[activator] | CC(C)[C@H](NC(=O)[C@H](Cc1ccccc1)n1c(=O)[nH]c2ccccc2c1=O)C(=O)N[C@@H](Cc1ccccc1)C(=O)O
-7%[76.3 µM] | -9% | Cc1cccc(N2CCN(C(=O)c3cc(S(=O)(=O)N4CCOCC4)cn3C)CC2)c1C
-11%[76.3 µM] | 2% | COCCN1C2=C(C(=O)CC(C)(C)C2)C(c2ccc(OC)c(OC)c2)C2=C1CC(C)(C)CC2=O
9%[76.3 µM] | -6% | CC[C@@]12C(=O)N(c3cccc(C)c3)C(=O)N1[C@H](c1ccc(OC)cc1)[C@@H]1C(=O)N(C(C)(C)C)C(=O)[C@@H]12
-11%[76.3 µM] | 2%[2.29 µM] | Cc1cc(=O)n(Cc2ccccc2)c(O)c1C#N
-2%[76.3 µM] | -75% | O=C(N/N=C/c1cc(Cl)ccc1O)c1cccnc1
-1%[76.3 µM] | 7% | COc1ccc(-n2c(COc3cccc(C)c3)nnc2SCC(=O)O)cc1
3%[76.3 µM] | -2% | C=CCOC(=O)C1=C(C)NC(=O)NC1c1ccc2c(c1)OCO2 (stereo unspecified)
7%[76.3 µM] | 0% | CN([C@@H](C(=O)OC(C)(C)C)c1ccccc1)S(=O)(=O)c1cccc(S(=O)(=O)N(C)[C@@H](C(=O)OC(C)(C)C)c2ccccc2)c1
0%[76.3 µM] | 7% | O=C(O)CCn1c(Cc2ccccc2)nc2ccccc21
-2%[76.3 µM] | 2% | CCOc1ccc(C(C(=O)NC2CCCCC2)N(CCOC)C(=O)c2snc(C(N)=O)c2N)cc1 (stereo unspecified)
-3%[76.3 µM] | 2% | COc1cc(C(=O)Nc2cccc(NC(=O)c3ccccc3)c2)cc(OC)c1OC
17%[76.3 µM] | -2% | COc1ccc(-c2noc(C3CCCN(C(=O)c4ccccc4OC)C3)n2)cc1 (stereo unspecified)
-9%[76.3 µM] | 8% | Cc1cc2c(NC3CCCCC3)ncnc2s1
0%[76.3 µM] | -1% | COc1ccc(-c2csc3ncn(Cc4ccccc4)c(=O)c23)cc1
-4%[76.3 µM] | 1% | Cc1cc(C)nc(SC2CC(=O)N(c3ccc(C)c(C)c3)C2=O)n1 (stereo unspecified)
-6%[76.3 µM] | -1%[2.29 µM] | COCCNC(=O)C1CCN(Cc2cccc(OCc3ccccc3)c2)CC1
4%[76.3 µM] | 5% | O=C(Nc1ncccn1)c1ccc(Cl)c([N+](=O)[O-])c1
4%[76.3 µM] | 1% | COc1cccc(CNC(=O)Cn2nc([N+](=O)[O-])c(Br)c2C)c1
1%[76.3 µM] | 7% | C=CCOc1ccc(C2NC(=O)c3ccccc3O2)cc1 (stereo unspecified)
-8%[76.3 µM] | 3% | CCCCCCCCCCOC(=O)Cn1c(COc2ccc(C)cc2)[n+](C)c2ccccc21
1%[76.3 µM] | -2% | CCOc1ccc(NC(=O)C2CCN(S(=O)(=O)c3ccc4c(c3)C(C)(C)C(=O)N4C)CC2)cc1
20%[76.3 µM] | 3% | CCCc1cc(=O)oc2cc(OCC(=O)NC(Cc3ccc(Cl)cc3)C(=O)O)ccc12 (stereo unspecified)
9%[76.3 µM] | -1% | O=C(Nc1cccc(C(=O)Nc2ccccc2F)c1)c1ccccc1
-2%[76.3 µM] | 3% | O=C(COc1ccccc1Cl)Nc1ccc(C(=O)N2CCCCC2)cc1
0%[76.3 µM] | -1% | O=CNCc1nc2ccccc2n1CCCc1ccccc1
6%[76.3 µM] | 2% | CC(=O)COc1ccc2c(-c3ccccc3)cc(=O)oc2c1C
22%[76.3 µM] | -2% | Cc1c(NC(=O)CSCc2ccc(Cl)cc2Cl)cccc1C(=O)O
10%[76.3 µM] | 8% | Cc1cc(=O)oc2c(C)c3occc3cc12
-5%[76.3 µM] | 11% | O=C(O)c1ccc(CSc2nc3ccccc3[nH]2)cc1
-2%[76.3 µM] | 5% | CC(C)(C)N1C(=O)[C@H]2[C@@H](c3ccc(Br)cc3)N3C(=O)N(c4ccc(Br)cc4)C(=O)[C@@]3(Cc3ccccc3)[C@H]2C1=O
15%[76.3 µM] | 4% | OC1CCN(Cc2ccc3ccccc3c2)CC1
-10%[76.3 µM] | -8% | CCSc1ncc(Cl)c(C(=O)Nc2ccccc2OC)n1
-11%[76.3 µM] | -3% | CCOC(=O)N1C(=O)[C@@](c2ccc(Cl)cc2)(C(C)C)N1C(=O)OCC
-30%[76.3 µM] | -3%[2.29 µM] | CCOc1cc(Br)cc(C(c2c(C(=O)O)[nH]c3ccccc23)c2c(C(=O)O)[nH]c3ccccc23)c1O
-1%[76.3 µM] | 3% | Cn1c(=O)[nH]c(=O)c2c1nc(N1CCCC1)n2CCO
12%[76.3 µM] | -6% | CC(C)n1cnc2c(Nc3ccc(F)c(Cl)c3)nc(NCCO)nc21
0%[76.3 µM] | 5% | Clc1cc(Cl)c(OCCCCn2cncn2)c(Cl)c1

Screening data (PubChem)

Not all compounds are listed; count on the stated rates, not on these rows.
